LYP phosphatase – inhibitors of LYP phosphatase, biochemical, fluorescence intensity, uHTS (AID 1779). recombinant LYP phosphatase, fluorescence intensity; higher % means a stronger effect. inhibition, % at 11.5 µM; hits with a dose series show IC50 in µM. 290,000 compounds, 0.054% hits;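 also: plate controls were vehicle with enzyme for no effect and no enzyme for full effect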
PMI inhibitors – MPI enzyme activity inhibition – biochemical, fluorescence intensity, coupled assay, primary screen (AID 1209); purified PMI enzyme, coupled fluorescence intensity; higher % means a stronger effect; inhibition, % at 20 µM; hits with a dose series show IC50 in µM; 190,000 compounds, 0.42% hits;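 also: plate controls were DMSO vehicle for no effect and wells lacking substrate for full effect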
WT yeast gro inh – growth inhibition of WT yeast, mitochondrial fusion screen; 190,000 compounds, 2.1% hits; inhibition, % at 10 µM; mitochondrial fusion phenotypic screen, WT strain; in the data active = inhibition above about 58%; tested in S. cerevisiae
PMI inhibition – MPI inhibition at elevated mannose 6-phosphate – biochemical, fluorescence intensity, high mannose 6-phosphate, primary screen (AID 1220). recombinant PMI enzyme, coupled fluorescence intensity; higher % means a stronger effect. inhibition, % at 20 µM, or IC50 in µM where a hit was titrated. 190,000 compounds, 0.66% hits
P. falciparum M1AAP – malaria alanyl aminopeptidase activity blockers – biochemical, fluorogenic H-Leu-NHMec substrate, 1536-well (AID 1445); recombinant M1AAP, H-Leu-NHMec fluorogenic kinetic assay; higher % means a stronger effect; 220,000 compounds, 0.42% hits; inhibition, % at 30 µM, or IC50 in µM where a hit was titrated;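 active = primary inhibition above the hit cutoff, then over 50% inhibition at one or more dose response concentrations, cut at about 23% in these data, passing the limit was not always enough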;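 also: plate controls were DMSO full reaction for no effect and no enzyme background for full effect; strong numbers were not always called active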
XIAP displacement – small molecules displacing peptide from XIAP – biochemical, IAP family, fluorescence polarization (AID 1018); one-dose displacement, % at 20 µM; IC50 in µM for titrated hits; 200,000 compounds, 0.007% hits; XIAP BIR domain, fluorescence polarization peptide displacement; higher % means a stronger effect; in the data active = displacement above about 50%; also: a part of the inactive calls stands beside numbers as strong as those of hits
TNAP activators – human TNAP enzyme activators, primary screen, biochemical, luminescent, no phosphate acceptor, uHTS (AID 1001); activation fold at 20 µM, or EC50 in µM where a hit was titrated; 200,000 compounds, 0.03% hits; purified TNAP, luminescent activation assay, no phosphate acceptor; higher activation fold means a stronger effect; in the data active = activation fold from about 3, or a potency from the dose series; inactive = the rest, 99 in 100 with activation fold below about 1.6; also: many of its hits are not listed in these tables
P. falciparum M17LAP – P. falciparum M17LAP inhibitors, primary screen, biochemical, fluorogenic H-Leu-NHMec substrate, 1536-well (AID 1619); 220,000 compounds, 0.38% hits; one-dose inhibition, % at 30 µM; IC50 in µM for titrated hits; recombinant M17LAP, H-Leu-NHMec fluorogenic kinetic assay; higher % means a stronger effect;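 active = compound inhibiting the enzyme by more than half at any dose during confirmatory dose-response retesting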;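 also: plate controls were full reaction with DMSO carrier for no effect and no enzyme background for full effect; strong numbers were not always called active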
Yfh1-depleted yeast – enhancers of respiration in Yfh1-depleted yeast, dose response, Friedreich's ataxia, plus single-dose screen (AID 1465); 220,000 compounds, 0.074% hits; one-dose fold induction at 50 µM; EC50 in µM for titrated hits; S. cerevisiae Yfh1-off respiration, WST-1 reduction, 72 h; higher fold induction means a stronger effect;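 active = fold induction of absorbance versus untreated yeast above a set limit, then at least 30% activation at any dose in follow-up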;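 also: activators that raise dye reduction in frataxin-depleted yeast; strong numbers were not always called active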
WT yeast gro inh mutant strain – also measured in WT yeast gro inh; calls as there; inhibition, %; mitochondrial fusion phenotypic screen, mutant strain inhibition
* hit, by the source's call; i = inactive; / = not tested or not shown. Rule as the data show it, unless noted: active = inhibition above about 50%; inactive = the rest.

| mol | LYP phosphatase | PMI inhibitors | WT yeast gro inh | WT yeast gro inh mutant strain | PMI inhibition | P. falciparum M1AAP | XIAP displacement | TNAP activators | P. falciparum M17LAP | Yfh1-depleted yeast |
| --- | --- | --- | --- | --- | --- | --- | --- | --- | --- | --- |
| O=C(O)CCN=Cc1c(O)c2ccccc2oc1=O | 2% | 8% | -2 | 13 | 4% | 23% | -4.1% | 1 | 24% | i |
| Cc1ccc(S(=O)(=O)N/N=C\c2cc3c(cc2[N+](=O)[O-])OCO3)cc1 | 4% | -29% | -17 | -7 | -73% | 11% | -5.5% | 1 | 11% | i |
| CC(Sc1nc(NCc2ccccc2)nc(N(C)C)n1)C(=O)Nc1ccccc1 (stereo not given) | -12% | 13% | -1 | -1 | 8% | -1% | -0.3% | 1.2 | 12% | i |
| CCCNc1nc(=S)n(-c2ccccc2)c(C)c1C(C)=O | 4% | -2% | -1 | 13 | -3% | 1% | -4.0% | 1.1 | -4% | i |
| NS(=O)(=O)c1ccc(O)c(NC(=O)c2ccc([N+](=O)[O-])o2)c1 | 2% | / | / | / | / | 5% | / | / | 0% | i |
| CC(/C=C/c1ccc2c(c1)OCO2)=N/NC(=O)c1ccncc1 | 5% | / | / | / | / | 12% | / | / | 2% | i |
| CCOc1ccccc1CN1CCN(Cc2[nH]c3ccccc3c2C)CC1CCO (stereo not given) | -7% | 4% | -1 | 2 | -5% | 0% | -0.3% | 1.1 | -13% | i |
| Cc1nn(Cc2ccc(Cl)cc2)c(C)c1NC(=O)CSc1nc2c(c(C(F)(F)F)n1)CCc1ccccc1-2 | -3% | 3% | -8 | -8 | -6% | 3% | -1.7% | 1.1 | 4% | i |
| Cn1c(=O)cc(SCC(=O)N2CCN(Cc3ccc4c(c3)OCO4)CC2)c2ccccc21 | 3% | 8% | 2 | 5 | 8% | 9% | -1.2% | 1.1 | 3% | i |
| COc1ccccc1C(=O)n1nc(-c2cccnc2)nc1NCc1ccccc1 | 3% | 13% | -13 | -19 | 19% | 4% | -4.6% | 1 | -3% | i |
| CCOc1ccc(NC(=O)CSc2nc3ccccc3c(=O)n2CCCC(=O)NCCCN2CCCC2=O)cc1 | -4% | 12% | -4 | 5 | 16% | -2% | 0.6% | 1.1 | 4% | i |
| CN(C)S(=O)(=O)Nc1cc(F)cc(F)c1 | -13% | -16% | 3 | 1 | -13% | 9% | -17% | 1.1 | 6% | i |
| O=C(COC(=O)Cc1n[nH]c(=O)c2ccccc12)Nc1ccc(Cl)cc1F | -5% | -8% | 3 | 9 | -10% | 3% | -5.0% | 1.1 | 3% | i |
| O=C1CC(/C=C/c2ccc(Cl)cc2)=Nc2ccccc2N1 | 2% | -1% | -11 | -8 | -7% | 5% | -4.7% | 1.1 | 4% | i |
| O=C(N/N=C/c1cc2ccccc2[nH]1)c1ccccc1Cl | -2% | / | / | / | / | 5% | / | / | 3% | i |

Compounds shown so far containing a Cl atom (4):
| mol | LYP phosphatase | PMI inhibitors | WT yeast gro inh | WT yeast gro inh mutant strain | PMI inhibition | P. falciparum M1AAP | XIAP displacement | TNAP activators | P. falciparum M17LAP | Yfh1-depleted yeast |
| --- | --- | --- | --- | --- | --- | --- | --- | --- | --- | --- |
| Cc1nn(Cc2ccc(Cl)cc2)c(C)c1NC(=O)CSc1nc2c(c(C(F)(F)F)n1)CCc1ccccc1-2 | -3% | 3% | -8 | -8 | -6% | 3% | -1.7% | 1.1 | 4% | i |
| O=C(COC(=O)Cc1n[nH]c(=O)c2ccccc12)Nc1ccc(Cl)cc1F | -5% | -8% | 3 | 9 | -10% | 3% | -5.0% | 1.1 | 3% | i |
| O=C1CC(/C=C/c2ccc(Cl)cc2)=Nc2ccccc2N1 | 2% | -1% | -11 | -8 | -7% | 5% | -4.7% | 1.1 | 4% | i |
| O=C(N/N=C/c1cc2ccccc2[nH]1)c1ccccc1Cl | -2% | / | / | / | / | 5% | / | / | 3% | i |

(more compounds)
| mol | LYP phosphatase | PMI inhibitors | WT yeast gro inh | WT yeast gro inh mutant strain | PMI inhibition | P. falciparum M1AAP | XIAP displacement | TNAP activators | P. falciparum M17LAP | Yfh1-depleted yeast |
| --- | --- | --- | --- | --- | --- | --- | --- | --- | --- | --- |
| COc1ccc(NC(C)=O)cc1NC(C)C(=O)Nc1ccc(F)cc1 (stereo not given) | -6% | 4% | -19 | -24 | 7% | 12% | -6.2% | 1.1 | 2% | i |
| COc1cccc(CCNc2ccc(N3C(=O)CC(C)C3=O)cc2[N+](=O)[O-])c1 (stereo not given) | -2% | -7% | 4 | -14 | -6% | 5% | -6.4% | 0.8 | 21% | i |
| Cc1ccc(-c2nnc(-c3ccc(Br)cc3)o2)o1 | -7% | 12% | -1 | -6 | 11% | 5% | -2.4% | 1.1 | -4% | i |
| Cc1ccc(C(=O)Nc2cccc(C(=O)N3CCOCC3)c2)cc1 | -5% | -3% | -11 | -11 | 2% | -1% | -3.9% | 1 | -5% | i |
| CC(C)CNC(=O)CSc1nnc(-c2ccccn2)n1Cc1ccccc1 | -6% | -5% | -8 | 13 | -1% | 3% | 1.4% | 1.2 | 2% | i |
| Cc1csc2nc(CNC(=O)c3cccc(C(F)(F)F)c3)cn12 | -4% | 6% | -2 | 15 | 4% | -4% | -4.8% | 1.1 | 8% | i |
| O=C(Cn1cc(C(=O)c2ccco2)c2ccccc21)NCc1ccco1 | -7% | 0% | -3 | 3 | -2% | 9% | -5.3% | 1.1 | 14% | i |
| O=C(CC1SC(N2CCOCC2)=NC1=O)Nc1cc([N+](=O)[O-])ccc1Cl (stereo not given) | -4% | -14% | -14 | 4 | -1% | -2% | -3.0% | 1.1 | 1% | i |
| COc1ccccc1OCCCCNC(C)(C)C | -5% | -6% | 34 | 31 | -8% | 0% | -5.5% | 1 | -2% | i |
| Cc1ccc(/C=C2/C(=O)ON=C2c2ccccc2)o1 | -4% | / | / | / | / | 6% | / | / | 16% | i |
| CC(=O)Nc1cccc(-c2nc3ccc(NC(C)=O)cc3s2)c1 | -15% | 1% | 7 | 2 | -11% | -1% | -3.5% | 1 | -38% | i |
| CCCN(CCC)S(=O)(=O)c1ccc(Cl)c(OC)c1 | 4% | -1% | -7 | 3 | 2% | 4% | -8.9% | 1.1 | -1% | i |
| C=CCSc1nnc(-c2ccccc2N=Cc2c(C)[nH]n(-c3ccccc3)c2=O)c(=O)[nH]1 | -1% | -37% | 0 | 1 | -66% | 11% | -9.9% | 1.1 | 56% | i |
| COc1ccc(CCNC(=S)Nc2ccccc2)cc1 | -5% | / | / | / | / | 5% | / | / | -2% | i |
| CCC1(CC)NC(=O)N(CC(=O)OCn2nnc3ccccc3c2=O)C1=O | -6% | 0% | 19 | 10 | -6% | -5% | -5.3% | 1.1 | 1% | i |

Full records, looked up by structure:
O=C(CC1SC(N2CCOCC2)=NC1=O)Nc1cc([N+](=O)[O-])ccc1Cl (stereo not given) reads LYP phosphatase: -4%; PMI inhibitors: -14%; WT yeast gro inh: -14; WT yeast gro inh mutant strain: 4; PMI inhibition: -1%; P. falciparum M1AAP: -2%; XIAP displacement: -3.0%; TNAP activators: 1.1; P. falciparum M17LAP: 1%; Yfh1-depleted yeast: i
CCOc1ccccc1CN1CCN(Cc2[nH]c3ccccc3c2C)CC1CCO (stereo not given) reads LYP phosphatase: -7%; PMI inhibitors: 4%; WT yeast gro inh: -1; WT yeast gro inh mutant strain: 2; PMI inhibition: -5%; P. falciparum M1AAP: 0%; XIAP displacement: -0.3%; TNAP activators: 1.1; P. falciparum M17LAP: -13%; Yfh1-depleted yeast: i

(more compounds)
| mol | LYP phosphatase | PMI inhibitors | WT yeast gro inh | WT yeast gro inh mutant strain | PMI inhibition | P. falciparum M1AAP | XIAP displacement | TNAP activators | P. falciparum M17LAP | Yfh1-depleted yeast |
| --- | --- | --- | --- | --- | --- | --- | --- | --- | --- | --- |
| CCc1ccc(Nc2cc(=O)n(C3CCCCC3)c(=O)[nH]2)cc1 | 1% | 21% | -2 | 1 | 15% | 9% | -6.8% | 1 | 3% | i |
| COc1ccc(-c2cc(C(=O)c3c(N)n(C)c(=O)n(C)c3=O)c3ccccc3n2)cc1OC | -3% | -14% | 19 | 10 | 0% | 4% | -6.6% | 1 | 3% | i |
| CCN(CC)CCCN1C(=O)C(O)=C(C(=O)c2ccco2)C1c1cc(OC)ccc1OC (stereo not given) | -9% | -5% | / | / | -3% | / | -1.0% | 1.1 | / | / |
| N#CCCN1CCn2c1nc1ccccc12 | -13% | -2% | -3 | 8 | -6% | 2% | -4.2% | 1.1 | -2% | i |
| CCOCCCNC(=O)c1ccc(NC(C)=O)cc1 | -3% | -11% | / | / | -16% | 1% | -4.8% | 1 | 4% | i |
| CCN1CCN(Cc2ccc(NC(=O)c3ccc(C)c(NC(=O)c4ccno4)c3)cc2C(F)(F)F)CC1 | -8% | / | / | / | / | -2% | / | / | 13% | i |
| O=C(CCc1ccccc1)NCc1ccccc1 | -9% | -3% | -8 | -6 | 1% | 3% | -4.8% | 1 | 1% | i |
| CCn1c(SCC(=O)N/N=C/C=C/c2ccco2)nnc1-c1ccc(OC)cc1 | -3% | 25% | -6 | -1 | 53%* | 11% | -6.7% | 1.1 | 22% | i |
| O=C(NNc1cc(Cl)ccc1Cl)C1CCC1 | -6% | / | / | / | / | -1% | / | / | 20% | i |
| CCc1cc2c(C)cc(C)cc2nc1SCC(=O)Nc1cc(C)on1 | -9% | 2% | 1 | -2 | -7% | 0% | -0.7% | 1 | 6% | i |
| CCOC(=O)CCCCC(=O)c1[nH]c(=O)[nH]c1CSc1nc2ccccc2[nH]1 | -4% | 12% | -33 | -8 | 36% | 9% | -9.1% | 1.5 | -7% | i |
| COc1c(Cl)cc(Cl)cc1C(=O)Nc1ccc(NC(C)=O)cc1 | -5% | 8% | 1 | -2 | 14% | 7% | -5.6% | 1 | 7% | i |
| CCOc1ccccc1C(=O)N(C)Cc1cc2cc(OC)ccc2[nH]c1=O | -2% | 3% | 12 | 16 | 4% | 2% | -5.4% | 1.1 | -17% | i |
| CCCC(=O)OCCNc1cc(SCCC(=O)OC)c2nonc2c1[N+](=O)[O-] | -6% | 81%* | 5 | 3 | / | 9% | -12% | 1 | -8% | i |
| CN(Cc1cn(C)nc1-c1cccc(Cl)c1)Cc1nccn1C | -6% | / | / | / | / | 6% | / | / | -11% | i |
| CCOC(=O)c1sc(NC(=O)c2ccncc2)c(C#N)c1C | -2% | 49% | 17 | -1 | 7% | -1% | -2.8% | 1.1 | -4% | i |
| Cc1ccc(C)c(NC(=O)CS(=O)(=O)c2c[nH]c3ccccc23)c1 | -8% | 12% | 3 | 0 | 8% | 4% | -13% | 1 | 13% | i |
| C=CCNC(=O)c1ccccc1NC(=O)c1cccc2ccccc12 | 5% | 0% | / | / | -4% | 10% | -2.5% | 1 | -5% | i |
| Cc1cc(C(=O)NCC(c2ccco2)N(C)C)no1 (stereo not given) | 0% | 9% | 2 | -5 | 7% | 4% | 4.1% | 1.1 | 7% | i |
| C/C(CC(=O)NC(C)C)=N\NC(=O)COc1cc(C)c(Br)cc1Br | -5% | 5% | -13 | 10 | 9% | 5% | -16% | 1.2 | 6% | i |
| O=C(c1ccc2nc3ccc(Cl)cc3c(=O)n2c1)N1CCOCC1 | -9% | 3% | 11 | 21 | 6% | 9% | -1.9% | 1.1 | -183% | i |
